TR SRC2 fluor cs = Total Fluorescence Counterscreen for Inhibitors of the Interaction of Thyroid Hormone Receptor and Steroid Receptor Coregulator 2. TRb/SRC2 Texas Red total fluorescence interference. Potency, µM (top dose mostly 106 µM), inactives show at the highest dose fluorescence change, negative = quenching. 280,000 tested, 0.29% active; active means well fitted curve in either direction with a large enough effect; inconclusive means small, poorly fitted or top-dose-only effect; further: potency means the concentration at half of the fitted maximal effect; on the % scale 0 is the no-effect control and ±100 the full control effect
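Human TRb ligand-binding domain at 0.6 uM with 20 nM Texas Red SRC2 peptide in Tris buffer containing 1 uM T3 and 5% DMSO, incubated with compound 5 h at ambient temperature. Total fluorescence (555/632 nm) calculated as parallel + 2 × perpendicular.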
CBFb RUNX1 block = qHTS Assay for Compounds Blocking the Interaction Between CBF-beta and RUNX1 for the Treatment of Acute Myeloid Leukemia. Runt-related transcription factor 1 (Homo sapiens) + Core-binding factor subunit beta …. AlphaScreen CBFb-His/RUNX1-biotin binding, biochemical. Potency, µM (top dose mostly 59.8 µM), for the others: at the highest dose activity, negative = inhibition, hits mostly inhibitors. 230,000 tested, under 10 active. AID 1477, 2009; further: % of control where 0% means no effect
Target sequence (Q01196 whole entry, looked up): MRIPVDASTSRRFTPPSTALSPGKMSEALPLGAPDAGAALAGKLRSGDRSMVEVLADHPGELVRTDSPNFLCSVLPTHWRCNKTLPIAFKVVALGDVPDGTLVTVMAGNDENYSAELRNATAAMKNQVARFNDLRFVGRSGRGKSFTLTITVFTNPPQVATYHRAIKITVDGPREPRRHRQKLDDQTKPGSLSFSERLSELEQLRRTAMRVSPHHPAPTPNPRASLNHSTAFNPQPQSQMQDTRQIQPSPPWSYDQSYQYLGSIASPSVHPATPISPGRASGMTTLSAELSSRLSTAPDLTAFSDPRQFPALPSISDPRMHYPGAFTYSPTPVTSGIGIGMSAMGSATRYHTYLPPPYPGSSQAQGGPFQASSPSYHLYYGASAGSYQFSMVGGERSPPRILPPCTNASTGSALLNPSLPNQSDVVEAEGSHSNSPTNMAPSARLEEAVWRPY
Target sequence (Q13951 whole entry, looked up): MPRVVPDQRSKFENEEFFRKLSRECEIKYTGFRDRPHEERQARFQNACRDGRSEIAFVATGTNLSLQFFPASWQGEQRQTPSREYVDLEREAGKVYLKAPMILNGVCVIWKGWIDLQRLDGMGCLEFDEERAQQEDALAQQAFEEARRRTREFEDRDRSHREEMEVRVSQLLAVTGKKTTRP
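Compounds were screened at multiple concentrations against a preformed CBF-beta(His)/RUNX1(biotin) complex (30 nM of each) for 15 min at room temperature, followed by 90 min with nickel and streptavidin beads and AlphaScreen reading.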
NPSR antagonist = qHTS Assay for Antagonists of the Neuropeptide S Receptor: cAMP Signal Transduction; Q6W5P4; CHO-NPSR cells, cAMP TR-FRET, antagonist mode; Potency, µM (doses to about 38.3 µM), for the others: at the highest dose activity change, negative = inhibition, usual class: inhibitors; 220,000 tested, 1% active; further: potency means the concentration at half of the fitted maximal effect; on the % scale 0 is the no-effect control and ±100 the full control effect; nearly all actives have a fitted effect of over 50% in size; many of its hits are not listed in these tables
Target sequence (Q6W5P4 whole entry, looked up): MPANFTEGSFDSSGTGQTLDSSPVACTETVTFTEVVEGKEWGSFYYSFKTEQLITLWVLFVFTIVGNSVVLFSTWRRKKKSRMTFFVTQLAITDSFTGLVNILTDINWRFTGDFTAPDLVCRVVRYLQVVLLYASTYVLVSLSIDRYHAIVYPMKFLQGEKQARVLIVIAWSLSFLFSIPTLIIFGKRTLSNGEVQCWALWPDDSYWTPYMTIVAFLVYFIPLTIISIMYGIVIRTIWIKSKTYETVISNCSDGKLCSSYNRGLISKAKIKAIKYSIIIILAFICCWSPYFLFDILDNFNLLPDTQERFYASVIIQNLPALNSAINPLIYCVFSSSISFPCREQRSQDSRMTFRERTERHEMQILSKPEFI
Tau fluor counter = Counterscreen qHTS for Inhibitors of Tau Fibril Formation, Fluorescence Polarization. tau K18 P301L Alexa594 fluorescence, heparin fibrillization. Potency, µM (series often up to 57.7 µM), without a hit: at the highest dose activity change, negative = decrease. 280,000 tested, 0.93% active; further: potency means the concentration at half of the fitted maximal effect; on the % scale 0 is the no-effect control and ±100 the full control effect; nearly all actives have a fitted effect of over 55% in size
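Human K18 P301L tau (15 uM unlabeled plus 0.24 uM Alexa 594-labeled, final) in 100 mM sodium acetate pH 7 was mixed with compound and 20 uM heparin and incubated 6 hr at 37 C.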
Epigenetic reg = Quantitative High-Throughput Screen for Regulators of Epigenetic Control; murine LDR cells, GFP reporter derepression, 30 h; Potency, µM (top dose mostly 53.9 µM), without a hit: at the highest dose GFP activation, most hits filed as activators; 280,000 tested, 0.2% active; AID 1865, 2009; further: potency means the concentration at half of the fitted maximal effect; % of control where 0% means no effect; nearly all actives have a fitted effect of over 60% in size
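Readout is the number of GFP-expressing murine LDR cells, counted by cytometry following washing. Cells were treated with compound for 30 h at 37 C; the stably integrated CMV-GFP locus is normally silent.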
aGal spleen mod = qHTS Assay for Inhibitors and Activators of Human alpha-Galactosidase From Spleen Homogenate; human spleen homogenate, 4MU-alpha-Gal fluorescence, 40 min; 240,000 tested, 0.008% active; AID 2107, 2009; Alpha-galactosidase A (Homo sapiens), P06280; Potency, µM (series often up to 80 µM), without a hit: at the highest dose activity change, negative = inhibition, most hits filed as inhibitors;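 further: potency means the concentration at half of the fitted maximal effect; 0% = enzyme with vehicle and -100% = no enzyme basal signal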
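Fluorogenic readout (Ex 365/Em 440 nm) of 4-methylumbelliferone released from 1 mM 4-MU-alpha-galactoside by spleen homogenate, 40 min at 37C, pH 5.0. Data normalized to no-enzyme and enzyme controls; Hill-equation AC50 from compound titrations.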
TRb-SRC2 inh = qHTS for Inhibitors of the Interaction of Thyroid Hormone Receptor and Steroid Receptor Coregulator 2 | TRbeta-SRC2 peptide binding, fluorescence polarization; receptor liganded with 1 µM T3 | Potency, µM (top dose mostly 106 µM), for inactives: at the top dose activity change, negative = inhibition, usual class: inhibitors | 280,000 tested, 0.065% active | AID 1469, 2008;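 further: potency means the concentration at half of the fitted maximal effect; plate controls were bound peptide for no effect and peptide without receptor for full effect; nearly all actives have a fitted effect of over 50% in size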
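Human TRb ligand-binding domain (0.6 uM) is mixed with 20 nM Texas Red SRC2 peptide and 1 uM T3; after compound addition and 5 hr at ambient temperature, polarization is measured and normalized to unbound and bound controls.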
Tau fibril FP = qHTS for Inhibitors of Tau Fibril Formation, Fluorescence Polarization; K18 P301L tau heparin fibrillization, Alexa594 FP, 6 h; Potency, µM (highest dose often 57.7 µM), for the others: at the top dose activity, negative = inhibition, hits mostly inhibitors; 280,000 tested, 0.39% active; further: potency means the concentration at half of the fitted maximal effect; on the % scale 0 is the no-effect control and ±100 the full control effect; nearly all actives have a fitted effect of over 55% in size
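Heparin (20 uM) drove fibril formation of recombinant tau K18 P301L, 15 uM unlabeled with 0.24 uM Alexa 594 label, for 6 hr at 37 C in 100 mM sodium acetate pH 7. Fluorescence polarization (555/632 nm) read 1 hr after 30 uM ThT.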
Starred values were filed as active, the others as inactive; ? = inconclusive; . = no result given; & = joins results of further samples; [ ] = another dose, or the depositor's remark. Unless noted, the call rests on the fitted dose curve; in most records, active means well fitted curve in the direction sought with a large enough effect; inconclusive means small, poorly fitted or top-dose-only effect, or another doubt; inactive means no such curve, though single readings can be large; an effect the other way counts as inactive or inconclusive.

structure | TR SRC2 fluor cs | CBFb RUNX1 block | NPSR antagonist | Tau fluor counter | Epigenetic reg | aGal spleen mod | TRb-SRC2 inh | Tau fibril FP
COc1ccc(-c2cc(C(=O)Nc3ccc(Cl)cc3Cl)c3ccccc3n2)cc1OC | 5% | 11% | -16% | -16% | 0.0% | 1% | 1% | 7%
N#Cc1cc(S(=O)(=O)c2ccc(Cl)cc2)c(N)[nH]c1=O | 0% | 3% | 8% | 0% | -5.6% | 0% | 9% | 2%
COc1ccc(CCNC(=O)c2ccn[nH]2)cc1OC | 3% | 0% | 2%[46.1 µM] | 6% | -0.1% | 4% | 4% | 6%
CCNc1nc(Cl)nc(NNC(=O)C(C)Oc2ccccc2)n1 (stereo not given) | -2% | -11% | 18% | -1% | -1.6% | 8% | 5% | 8%
NC1=NC(c2cn[nH]c2-c2ccc(F)cc2)n2c(nc3ccccc32)N1 (stereo not given) | 0% | 5% | 4% | 7% | 8.1% | 1% | -4% | -3%
Cc1ccc(OCc2nc(-c3ccc(C(=O)N4CCN(c5ccc(Cl)cc5)CC4)cc3)oc2C)cc1 | -4% | . | . | -3% | 0.0% | . | 6% | 7%
NS(=O)(=O)c1ccc(NC(=S)NCc2cccs2)cc1 | -3% | 10% | 0% | -7% | -1.0% | -17% | -3% | 1%
CN1CCN(C(=O)c2ccc3c(c2)N(Cc2cccc(Cl)c2)C(=O)c2ccccc2S3(=O)=O)CC1 | -3% | . | . | -9% | -1.1% | . | 3% | -3%

Record cards (already shown). Screens in order: TR SRC2 fluor cs	CBFb RUNX1 block	NPSR antagonist	Tau fluor counter	Epigenetic reg	aGal spleen mod	TRb-SRC2 inh	Tau fibril FP
NC1=NC(c2cn[nH]c2-c2ccc(F)cc2)n2c(nc3ccccc32)N1 (stereo not given) in the list: 0%	5%	4%	7%	8.1%	1%	-4%	-3%
CCNc1nc(Cl)nc(NNC(=O)C(C)Oc2ccccc2)n1 (stereo not given) in the list: -2%	-11%	18%	-1%	-1.6%	8%	5%	8%

(next part)
structure | TR SRC2 fluor cs | CBFb RUNX1 block | NPSR antagonist | Tau fluor counter | Epigenetic reg | aGal spleen mod | TRb-SRC2 inh | Tau fibril FP
C=CCN(CC=C)C(=S)NC(=O)c1ccc(OC)cc1 | -6% | 1% | -3% | -1% | 8.7% | -9% | -4% | -2%
CC(C)=CCc1c(O)c(CC=C(C)C)c2c(c1O)C(=O)CC(c1ccc(O)cc1)O2 (stereo not given) | -2% | 9% | 46% | ? | 0.2% | 0% | -7% | ?
CN1CCC(=NNC(=O)C(=O)Nc2ccccc2)CC1 | 1% | -1% | -4%[46.1 µM] | 2% | -1.2% | -2% | -1% | -1%
O=C(Cn1cc(/C=N/NC(=O)c2ccccc2Br)c2ccccc21)Nc1ccc(F)cc1 | 0% | -4% | -4% | 16µM*[quencher] | 0.0% | -11% | -2% | -7%
COc1ccccc1/C=C/c1nc(C#N)c(NCC(C)C)o1 | -6% | . | . | ? | 9.1% | . | 2% | ?
CCC1(C)Nc2ccccc2C(=O)N1O (stereo not given) | -1% | 0% | 0%[46.1 µM] | -9% | -0.8% | 4% | -8% | -6%
CCCn1c(N)c(N2CCCCC2)c(=O)n(CC(=O)Nc2ccccc2)c1=O | -1% | ? | -11%[46.1 µM] | -9% | 2.1% | -4% | -1% | -1%
O=C(Nc1ccccc1)c1ccc(Cn2cc(C(F)(F)F)ccc2=O)cc1 | -4% | 1% | 0%[46.1 µM] | -13% | 0.0% | -4% | 5% | -9%
COc1ccccc1C(=O)n1nc(-c2ccco2)nc1N | -3% | 3% | 2%[46.1 µM] | 7% | -1.0% | -4% | -1% | 10%
Cc1cccc(CSc2ncnc3c2cnn3Cc2ccccc2)c1 | 1% | 11% | -21%[46.1 µM] | -4% | 5.6% | -2% | -6% | 0%
OCC1(Cc2ccccc2C(F)(F)F)CCN(Cc2ccccc2)CC1 | 1% | 4% | 3% | -11% | 0.0% | 9% | 5% | 3%
COc1ccc(CN2CCNC(=O)C2CC(=O)NCCC2=CCCCC2)cc1OC (stereo not given) | 1% | 3% | -10% | -8% | -5.7% | -9% | 1% | 0%
CS(=O)(=O)N1CCN(c2ccc(NC(=O)c3ccc(-c4ccc(Cl)cc4)o3)cc2)CC1 | -3% | 2% | -3%[46.1 µM] | -29% | -0.2% | 6% | -2% | 10%
Cc1ccc(OCCC(=O)OCC(=O)C(C)(C)C)cc1 | -1% | 11% | -4%[46.1 µM] | -6% | 0.0% | 0% | 2% | -12%
CCOc1cc(/C=N/NC(=O)C(N)=O)cc(Br)c1O | -4% | 0% | -16% | -3% | 2.4% | -3% | -6% | -4%
Cc1cccc(N2CN=C3SCC(=O)N3C2)c1 | -1% | -5% | -24% | -14% | 0.5% | 4% | -5% | -4%
COCCN(Cc1cccs1)S(=O)(=O)c1cc(-c2cc(C)no2)ccc1C | -5% | . | . | -25% | -2.3% | . | 6% | 4%
Cc1ccc2nc(N3CCN(c4ccc(F)cc4)CC3)c3nnnn3c2c1 | 4% | . | . | ? | 8.9% | . | -7% | ?
Cc1ccc(C(=O)Nc2nnc(C)s2)cc1 | -1% | 0% | 18% | -9% | 3.4% | 2% | 0% | -8%
Cc1ccc(C)c(NC(=O)CCN2CCOCC2)c1 | 2% | 2% | -1%[46.1 µM] | 10% | -1.2% | 1% | 2% | -1%
COc1ccc(CN2C(=O)CS(=O)CC2=O)cc1OC | -1% | 4% | 2%[46.1 µM] | -6% | -0.9% | 0% | 0% | 2%
CC(C)(C)C(=O)O/N=C1/C(=O)N(c2ccccc2)c2ccccc21 | 1% | 3% | -5%[46.1 µM] | 3% | -2.3% | -1% | 1% | 7%
O=S(=O)(NCC(c1cccs1)S(=O)(=O)c1ccccc1)c1ccc(F)cc1 (stereo not given) | -1% | . | . | -16% | ? | . | -10% | -8%
CCOc1cc(N2C(=O)CC3CS(=O)(=O)CC32)c(OCC)cc1NC(=O)c1ccccc1 (stereo not given) | 1% | 14% | -16%[46.1 µM] | -6% | 0.0% | 3% | -15% | -1%
COc1ccc(OC)c(NC(=O)C2CCCN(S(=O)(=O)c3cccc4cccnc34)C2)c1 (stereo not given) | -1% | -3% | -11%[46.1 µM] | -11% | 0.7% | -1% | -2% | 2%
CCOC(=O)CN(C(=O)Cn1nnc(-c2ccc(C)cc2)n1)C(CC)C(=O)NC1CCCC1 (stereo not given) | 0% | 0% | -26%[46.1 µM] | -6% | -1.0% | -1% | -2% | 4%
C[C@H](Nc1ccc(C(F)(F)F)cc1[N+](=O)[O-])C(=O)O | -1% | 1% | 27% | -6% | -0.7% | -12% | 5% | -5%
Cn1c(Cl)c(/C=N/OC(=O)c2ccccc2Cl)c2ccccc21 | -9% | 22% | ? | -27% | 2.0% | -1% | -2% | ?
COc1ccc(Cn2c(SCC(=O)N3CCN(c4ccc(F)cc4)CC3)nc3ccccc32)cc1 | -1% | . | . | -8% | 0.0% | . | 7% | 8%
Cc1cc(Cl)c(S(=O)(=O)Nc2ccc3c(c2)OCCO3)cc1OCC(N)=O | -2% | 11% | -8%[46.1 µM] | 0% | 0.0% | -3% | -13% | 7%
COc1ccc(C)cc1NC(=O)Nc1cccc(C)c1 | -6% | 10% | 32% | ? | 1.1% | 2% | 4% | 11%
COCCCNc1cc(C)nc2ccccc12 | -7% | 2% | -10%[46.1 µM] | 3% | -1.1% | 2% | 0% | -3%
CCOC(=O)c1c(C)[nH]c(CCC(=O)Nc2cc(C)cc(C)c2)c1C | -4% | . | . | ? | -1.7% | . | -5% | 15%
COc1ccc(-n2c(SCC(N)=O)nc3c(oc4ccccc43)c2=O)cc1 | 1% | . | . | -9% | 1.1% | . | -1% | -5%
CCCCC/C=C\C=C\[C@@H](O)CCCCCCCC(=O)O | 0% | 6% | . | 0% | -1.1% | 7% | 3% | -7%
Cc1ccc(-c2csc3ncnc(Nc4ccc(C(=O)O)cc4)c23)cc1 | -5%&-5% | 5% | -52% | 0%&3% | 1.1%&1.6% | 3% | -4%&9% | 5%&-4%
S=c1[nH]c2ccccc2o1 | -6% | -1% | 9% | -7% | 4.9% | 8% | -1% | -7%
CCc1cc(-c2n[nH]c(=S)n2C(C)c2ccccc2)cs1 (stereo not given) | -1% | -6% | -8%[46.1 µM] | -6% | -1.6% | 5% | 7% | -1%
CCOC(=O)C1CCN(C(=O)NC23CC4CC(CC(C4)C2)C3)CC1 | -2% | 0% | 29%[46.1 µM] | -8% | 0.0% | 14% | -3% | 3%
CCOC(=O)c1c(CN2CCCCC2)n(C)c2cc(Br)c(O)c(CN(C)C)c12 | -1% | -2% | 0%[46.1 µM] | -11% | 2.7% | 1% | 0% | -1%
CCOc1ccc(NC(=O)CN(Cc2ccccc2)S(=O)(=O)c2ccc3nc(C)sc3c2)cc1 | -36% | . | . | -20% | 1.7% | . | -1% | 10%
O=C(COc1ccc(Cl)cc1)N1CCCCC1 | -3% | 6% | 8%[46.1 µM] | -3% | 2.1% | 8% | 2% | ?
Cc1ccc2[nH]c(=O)c(C(c3nnnn3CCc3ccccc3)N3CCOCC3)cc2c1 (stereo not given) | 3% | 9% | -13%[46.1 µM] | -1% | 0.0% | 4% | 5% | 2%
CCNC(=O)COc1ccc(OCc2ccccc2)cc1 | 0% | 7% | -2% | -1% | -1.3% | -8% | -5% | 14%
O=C(c1ccc(Br)cc1)N(Cc1ccco1)c1ccccn1 | -16% | . | . | -5% | -2.4% | . | -1% | -3%

This is a subset; count on the stated rates, not on these rows.
